Screens deposited in PubChem by several laboratories.
IMP-1 inhibitor: blocks Pseudomonas aeruginosa IMP-1 metallo-beta-lactamase; inhibition, % at 5.6 µM; AID 1556; purified IMP-1, nitrocefin hydrolysis, epi-absorbance fluorescence; 0.45% of 290,000 active;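 active = inhibition above the mean plus 3 SD of all compounds in the same screening run, cut at about 4.5% in these data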;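 note: 0% = IMP-1 with DMSO and 100% = DMSO wells lacking enzyme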
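Assay system: purified IMP-1; Quantity: IMP-1 0.2 nM before substrate addition; Medium: HEPES buffer pH 7.1 with ZnSO4 and Brij 35; Incubation: 15 min enzyme–compound preincubation, then 25 min nitrocefin reaction, 25 °C; Signal: fluorescence quenching readout, ex 480/em 530 nm; Controls: DMSO with and without IMP-1; Repeats: singlicate testing.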
MEKK2wt PB1 HTS: raises or lowers MEK5 binding to wildtype human MEKK2 PB1 domain; bead flow cytometry, Alexa488-MEK5 binding to MEKK2 WT; actives lie on both sides; AID 1531; Q9Y2U5; 1.1% of 290,000 active; binding response (% of control), % at 10 µM; in the data active = binding response below about 67% or above about 130%
VIM-2 inhibitor: blocks Pseudomonas aeruginosa VIM-2 metallo-beta-lactamase; purified VIM-2, nitrocefin hydrolysis, epi-absorbance fluorescence; inhibition, % at 5.6 µM; 0.89% of 290,000 active;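 active = inhibition above the mean of all tested compounds plus 3 SD, cutoff set per screening run, cut at about 7.5% in these data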;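 note: red hydrolysis product quenches plate fluorescence so inhibitors raise well fluorescence; 0% = enzyme with DMSO and 100% = DMSO without enzyme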
NALP1 yeast inh: inhibitors of NALP1 inflammasome in yeast | S. cerevisiae NALP1/ASC/caspase-1 growth, X-gal OD620, 72 h | inhibition, % at 10 µM | 0.61% of 280,000 active | AID 2071; in the data active = inhibition mostly above about 24%, no sharp cut-off; inactive = mostly below about 32%; note: some compounds called inactive have numbers as strong as hits
PfM18AAP inh: PfM18AAP enzyme inhibition | recombinant PfM18AAP, H-Glu-NHMec fluorogenic cleavage | inhibition, % at 7.35 µM | 1.2% of 290,000 active;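 active = inhibition above the campaign mean inhibition over all tested compounds plus 3 SD, cut at about 28% in these data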;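 note: 0% = plate median of test compound wells and 100% = 2 mM ZnCl2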
MEKK2mut PB1 HTS: signal of MEK5 binding to mutant human MEKK2 PB1 domain. bead flow cytometry, Alexa488-MEK5 binding to MEKK2 mutant. percent response, % at 10 µM. 0.35% of 290,000 active. AID 1530; in the data active = percent response above about 24%, passing the limit was not always enough; note: inactives centre near 1; some results filed as inactive read as strong as hits
UBC9 SUMO inh: inhibitors of human SUMOylation (UBC9); inhibition, % at 35 µM; HTRF SUMOylation assay, SAE1/SAE2 + UBC9, in vitro; AID 2006; 0.36% of 290,000 active; in the data active = inhibition above about 50%, passing the limit was not always enough; note: strong numbers were not always called active
Target sequence (P63279 whole entry, looked up): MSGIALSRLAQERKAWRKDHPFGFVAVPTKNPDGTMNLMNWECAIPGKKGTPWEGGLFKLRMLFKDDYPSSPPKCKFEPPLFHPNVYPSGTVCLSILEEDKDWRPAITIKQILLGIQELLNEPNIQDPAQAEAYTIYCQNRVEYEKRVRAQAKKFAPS
FID counter: fluorescent intercalator displacement, NS3 helicase counter-screen | DNA fluorescent intercalator displacement, fluorescence | inhibition, % at 7.9 µM | 0.17% of 290,000 active; in the data active = inhibition above about 37%;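 note: 0% = vehicle and 100% = reference compound; higher means more ethidium bromide displaced from hairpin DNA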
NS3 helicase inh: HCV NS3 helicase inhibition; NS3 helicase DNA unwinding, Cy5 molecular beacon fluorescence; inhibition, % at 10.9 µM; 0.56% of 290,000 active;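 active = inhibition above the mean of all tested compounds plus 3 SD, set per campaign, cut at about 35% in these data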;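 note: 0% = DMSO wells and 100% = thioflavine S control wells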
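System: NS3 helicase fragment of HCV / Schedule: 1 h at 25 °C / Control set: DMSO alone as 0% and 110 µM thioflavine S as 100% / Reagent: Cy5/quencher beacon DNA duplex and ATP to start / Technique: Cy5 fluorescence / Replication: singlicate / Evaluation: % inhibition of end-to-start signal ratio versus controls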
Starred values were filed as active, the others as inactive; . = not tested or not shown; [ ] = dose if it differs, or a comment.

Second line of a record: IMP-1 inhibitor, MEKK2wt PB1 HTS, VIM-2 inhibitor, NALP1 yeast inh, PfM18AAP inh, MEKK2mut PB1 HTS, UBC9 SUMO inh, FID counter, NS3 helicase inh
- CCOC(=O)C1CCN(C(=O)c2cc3cc(Br)ccc3oc2=O)CC1
→ -1.6, 105, -0.8, 4, -2, 1, 3, -2, 12
- CC(C)(C)NC(=O)CN(Cc1cccs1)C(=O)CN1C(=O)C(=O)c2ccccc21
→ -1.4, 99, -2.6, 10, 5, 0, 9, -5, 16
- COc1ccc(N(CC(=O)Nc2ccccc2C(=O)N2CCCC2)S(=O)(=O)c2ccccc2)cc1
→ -1.7, 100, -0.4, -1, 0, 4, -1, -42, -11
- COc1ccc(C)cc1Nc1cc(C)nc2nc(C)nn12
→ -4.0, 93, 26*, 32, 0, 0, 4, -17, 8
- CC(=O)N1CCc2cc(Br)cc(S(=O)(=O)N3CCN(c4ccccn4)CC3)c21
→ -2.3, ., -0.2, 21, -5, ., -18, -1, 2
- CC(=O)N1CC(C)Sc2ccc(S(=O)(=O)NC(C)c3ccccc3)cc21 (stereo not drawn)
→ -1.9, 64*[inhibitor], -5.1, 10, 2, -21, 15, -32, -9
- CC(=O)Nc1ccc(NC(=O)CSc2ccc([N+](=O)[O-])cn2)cc1
→ -3.0, 104, -1.6, ., -4, 2, 8, -1, 7
- CCCCOC(=O)c1ccc(NC(=S)NC(=O)c2ccco2)cc1
→ -2.2, 99, -4.6, 8, 4, 2, 5, -17, -4
- Cc1cc(OC(C)C(=O)NCCCn2ccnc2)c2c(C)cc(=O)oc2c1 (stereo not drawn)
→ -1.8, 103, 28*, 12, -3, 4, 18, -7, -2
- COc1ccc(NC(=O)NC(C)c2ccc3c(c2)OCO3)c(OC)c1 (stereo not drawn)
→ -2.8, 107, -1.0, -3, 0, 7, 1, -10, -13
- O=C(COc1ccccc1)Nc1cccc2c1CCCC2
→ -1.1, 93, 0.8, 2, -13, -1, -12, -17, -9
- CC(C)NC(=S)N/N=C/c1ccc(C(C)(C)C)cc1
→ -2.4, 102, -1.6, 17, -2, -1, -6, -19, -4
- O=C(O)CSCNC(=O)C12CC3CC(CC(C3)C1)C2
→ -0.5, 98, -1.1, 11, 7, -3, -1, 4, 5
- C/C(CC(=O)Nc1c(C)cc(C)cc1C)=N\NC(=O)Cc1ccccc1
→ -2.4, 97, -3.2, 0, -1, -2, -12, -11, -21
- N#CC(C#N)=C1NC2(CCCCC2)Cc2ccccc21
→ -3.4, 98, -1.8, 6, 5, -2, 6, -12, 1
- O=C(NCc1ccc(F)cc1)c1cc(S(=O)(=O)N2CCCCC2)c[nH]1
→ -2.6, 103, -0.5, 21, 1, 2, 15, -35, -13
- CCC(C)Cn1c(C(C)O)nc2ccccc21 (stereo not drawn)
→ -2.2, 100, -1.7, 8, 1, 1, 20, -5, 1
- CC(=O)c1ccc(S(=O)(=O)N2CCCC2)cc1
→ -0.8, 107, -3.7, 46, 2, 6, 4, 0, -2
- CCS(=O)(=O)Nc1cccc(-c2nc3cccnc3s2)c1C
→ -1.4, 115, 2.9, 32, -7, 9, 27, -5, -5
- O=C(Nc1nc2ccccc2[nH]1)c1ccc(S(=O)(=O)N2CCOCC2)cc1
→ -3.9, 105, -1.8, 8, 2, -1, 14, -6, -16

Further results:
Second line of a record: IMP-1 inhibitor, MEKK2wt PB1 HTS, VIM-2 inhibitor, NALP1 yeast inh, PfM18AAP inh, MEKK2mut PB1 HTS, UBC9 SUMO inh, FID counter, NS3 helicase inh
- N#Cc1ccccc1S(=O)(=O)N1CCN(C(=O)C2CCCC2)CC1
→ -2.3, 99, -0.5, -5, -11, 2, -5, -4, 0
- Cc1ccc(-c2nn3c(-c4ccco4)nnc3c3ccccc23)cc1S(=O)(=O)NCC1CCCO1 (stereo not drawn)
→ -0.7, 119, 7.1, 2, 0, 6, 24, -3, 9
- CCCn1nc(C(=O)NC2CCCc3ccccc32)c2ccccc2c1=O (stereo not drawn)
→ -4.5, 99, -3.1, 26, 1, 27, -11, -7, 0
- Cc1c(C(=O)N2CCCC2)nnn1-c1nonc1N
→ -2.4, 112, -2.5, 31, -3, 3, 10, 3, -3
- O=C(c1cccc([N+](=O)[O-])c1)N1CCN(c2ncccn2)CC1
→ -3.2, 98, -1.8, 6, -6, 32*, 8, -4, -10
- COc1ccccc1CN1CC(C(=O)N(Cc2cnn(C)c2)C(C)C)CCC1=O (stereo not drawn)
→ -1.3, 106, -2.6, 12, -6, 7, 8, -19, -6
- COc1ccc(C(=O)Cn2cnc3ccccc3c2=O)c(OC)c1
→ -1.9, 97, -0.8, -8, 1, -3, 10, -13, -4
- COc1ccc(/C=N/Nc2ncnc3sc(C)c(C)c23)cc1
→ -2.4, 107, -2.8, 31, -3, 1, -21, -1, 0
- COc1ccc(C(C(O)C(=O)c2c[nH]c3ccccc23)N2CCN(c3ccccc3)CC2)cc1 (stereo not drawn)
→ -1.0, ., -0.5, 23, 3, ., -1, 4, -27
- CC1=NN2C(=N)/C(=C\c3cc(C)n(-c4ccc(C)cc4)c3C)C(=O)N=C2S1
→ -3.2, 95, -1.7, 32, -8, 3, 25, -19, 9
- Cn1c(-c2ccc(Br)o2)nc2cc(Br)ccc21
→ -1.2, 106, 8.0*, -2, 0, 6, -4, -6, 6
- CC(=O)Nc1ccc(S(=O)(=O)N2CCC(n3cnc4cc(F)ccc43)CC2)cc1
→ 0.4, 98, -0.8, -3, -6, 0, -11, -3, 7
- Cc1ccc(CNC(=O)c2ccc(Br)o2)cc1
→ -2.0, 99, -1.5, -11, 5, 1, -5, -6, 4
- Cc1[nH]c2ccc(F)cc2c1CCN1C(=O)OC(C)(C)C1(C)O (stereo not drawn)
→ -4.5, 102, -3.1, ., 4, -1, 4, -2, 5
- CCCN1CCN(CCCNC(=O)CN2C(=O)COc3ccccc32)CC1
→ -0.5, 97, 1.0, 16, -5, -3, -11, 12, -7
- CCc1ccc(S(=O)(=O)NCC(O)COc2ccc(OC)cc2)cc1 (stereo not drawn)
→ -3.4, 99, -3.5, 6, -4, 3, 8, -25, -11
- COc1ccc(Br)cc1CNc1ccc(S(N)(=O)=O)cc1
→ -3.2, 101, -0.6, 25, 5, 1, -2, -1, -5
- COC(=O)c1cc(-c2ccccc2)n[nH]1
→ -1.4, 91, 0.0, 28, -1, -2, 4, -3, -2
- COC(=O)CC1C(=O)NCCN1C(=O)CSc1nc2ccccc2s1 (stereo not drawn)
→ -2.7, 104, -0.4, 8, 15, 1, -3, -4, -7
- Cc1[nH]c2ccc(C(=O)N3CCN(c4cccc(Cl)c4)CC3)cc2c1C
→ -3.0, 104, -0.6, 0, 0, 2, -14, -47, 8

Nine entries already listed, arranged by molecular weight, largest number first:
Second line of a record: IMP-1 inhibitor, MEKK2wt PB1 HTS, VIM-2 inhibitor, NALP1 yeast inh, PfM18AAP inh, MEKK2mut PB1 HTS, UBC9 SUMO inh, FID counter, NS3 helicase inh
- CC(C)(C)NC(=O)CN(Cc1cccs1)C(=O)CN1C(=O)C(=O)c2ccccc21
→ -1.4, 99, -2.6, 10, 5, 0, 9, -5, 16
- COC(=O)CC1C(=O)NCCN1C(=O)CSc1nc2ccccc2s1 (stereo not drawn)
→ -2.7, 104, -0.4, 8, 15, 1, -3, -4, -7
- CCCn1nc(C(=O)NC2CCCc3ccccc32)c2ccccc2c1=O (stereo not drawn)
→ -4.5, 99, -3.1, 26, 1, 27, -11, -7, 0
- C/C(CC(=O)Nc1c(C)cc(C)cc1C)=N\NC(=O)Cc1ccccc1
→ -2.4, 97, -3.2, 0, -1, -2, -12, -11, -21
- CCS(=O)(=O)Nc1cccc(-c2nc3cccnc3s2)c1C
→ -1.4, 115, 2.9, 32, -7, 9, 27, -5, -5
- COc1ccc(C(=O)Cn2cnc3ccccc3c2=O)c(OC)c1
→ -1.9, 97, -0.8, -8, 1, -3, 10, -13, -4
- Cc1[nH]c2ccc(F)cc2c1CCN1C(=O)OC(C)(C)C1(C)O (stereo not drawn)
→ -4.5, 102, -3.1, ., 4, -1, 4, -2, 5
- CC(C)NC(=S)N/N=C/c1ccc(C(C)(C)C)cc1
→ -2.4, 102, -1.6, 17, -2, -1, -6, -19, -4
- N#CC(C#N)=C1NC2(CCCCC2)Cc2ccccc21
→ -3.4, 98, -1.8, 6, 5, -2, 6, -12, 1

(list continues)
Second line of a record: IMP-1 inhibitor, MEKK2wt PB1 HTS, VIM-2 inhibitor, NALP1 yeast inh, PfM18AAP inh, MEKK2mut PB1 HTS, UBC9 SUMO inh, FID counter, NS3 helicase inh
- COc1cc(OC)cc(C(=O)Nc2cc(NC(=O)c3ccco3)ccc2OC)c1
→ -3.2, 96, -5.0, 6, 7, -1, 17, -29, -2
- CCOc1cc2[nH]c(=S)n(CCCC(=O)NCc3ccco3)c(=O)c2cc1OCC
→ -0.6, 103, -0.7, 12, 17, -2, 40, -11, -7
- CC(OC(=O)c1cc(S(=O)(=O)Nc2ccc(F)cc2)ccc1Cl)C(=O)Nc1ccc2c(c1)OCCO2 (stereo not drawn)
→ 0.4, 106, -3.2, 35, 3, -6, -24, -12, -5
- CC(C)C(=O)OCC(=O)NCc1ccccc1Cl
→ -0.4, 101, 2.2, -10, -7, 0, -18, 1, -12
- O=C(c1ccccc1)N1CCN(C2CCCCCC2)CC1
→ -7.8, 109, -1.5, 12, 11, 7, 23, 4, 2
- CCOc1ccc(NC(=S)N(Cc2ccc(Cl)cc2)Cc2ccco2)cc1
→ -0.7, 97, -2.6, 20, 0, 0, -10, -1, -7
- COc1ccc(CCN2C(=O)CC(Cc3cccc(C)c3)C2=O)cc1OC (stereo not drawn)
→ -2.6, 98, -4.6, -4, -4, -6, 14, -10, -1
- COC(=O)c1c(NC(=O)CN2CCN(c3cccc(Cl)c3)CC2)sc(C)c1C
→ -4.1, 97, -1.6, 23, 1, -1, -8, -4, -6
- CC(C)Oc1cccc(C(=O)C2CCCN(C(=O)c3cncs3)C2)c1 (stereo not drawn)
→ -3.0, 94, -1.7, 14, 0, 1, 7, -33, 2
- CCN(Cc1nc(-c2ccc(OC)c(OC)c2)no1)C(=O)c1ccoc1C
→ -1.7, 105, 1.9, 9, 1, 7, 7, -28, 5
- COc1ccccc1Nc1ncc(C(=O)N2CCN(Cc3ccc(OC)c(OC)c3OC)CC2)c2ccccc12
→ -0.7, 88, 1.3, -1, -2, -10, 6, -12, -31
- CN(C(=O)c1cccc(C(F)(F)F)c1)C1CCCc2ccccc21 (stereo not drawn)
→ -0.4, 0.0*[inhibitor], 0.3, 16, -2, -38, 2, -31, 7
- NC(=O)C1CCN(CC(O)CSc2ccc(F)cc2)CC1 (stereo not drawn)
→ -2.0, 103, 2.2, 5, -8, 4, 9, -2, 4
- COc1ccccc1OCC(=O)Nc1ccc(-c2nnc(-c3ccco3)o2)cc1
→ -2.8, 97, -1.5, -25, 3, -2, 27, -5, 6
- O=C(Nc1c2c(nn1-c1ccc(F)cc1)CS(=O)(=O)C2)C12CC3CC(CC(C3)C1)C2
→ 1.5, ., 0.1, 25, -14, ., 1, 1, -9
- CC(=O)N1CCN(C(=O)C2(NC(=O)Nc3cccc(F)c3)CCCCC2)CC1
→ -3.5, 97, -1.8, -6, -1, -4, 7, -2, 2
- CC(C)C(=O)Nc1ccccc1Cc1ccccc1
→ -3.5, 104, -1.1, -9, 1, 5, 9, -3, 4
- CCN(CC)C1=CC(=O)OC12CCCCC2
→ -4.5, 104, -2.3, 9, 2, 2, 22, -1, 3
